# rTrxR1 inhibitor: rat TrxR1 inhibition | O89049 | recombinant rTrxR1, NADPH fluorescence consumption, selenite substrate | Potency, µM (top dose mostly 114 µM), for inactives: at the highest dose activity change, negative = inhibition, most hits filed as inhibitors | 390,000 tested, 1% active | AID 588453; further: potency means the concentration at half of the fitted maximal effect; on the % scale 0 is the no-effect control and ±100 the full control effect; nearly all actives have a fitted effect of over 65% in size
#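 Rat TrxR1 (90 nM in the dispensed reagent) was pre-reduced with 400 uM NADPH for 5 min at room temperature, then incubated with compound for 15 min. After 400 uM selenite was added, NADPH fluorescence (Ex 340/Em 450 nm) was followed for 8 min.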
# TrxR1 substrate: is turned over as a substrate by rat TrxR1 | O89049 | purified TrxR1 substrate turnover, NADPH consumption readout | Potency, µM (top dose mostly 114 µM), without a hit: at the highest dose activity change, negative = substrate turnover | 390,000 tested, 0.01% active; further: potency means the concentration at half of the fitted maximal effect; on the % scale 0 is the no-effect control and ±100 the full control effect; nearly all actives have a fitted effect of over 50% in size
#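 Rat TrxR1, dispensed at 90 nM, was prereduced with 400 uM NADPH (final) for 5 min at ~22 deg C, then incubated with compound 15 min before 400 uM selenite. A first-read NADPH fluorescence drop versus no-compound background flagged substrates.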
# TRHR ag: activates the human TRH receptor | P34981 | TRHR cells, calcium flux fluo-8, FDSS agonist mode | activation, % at 2 µM | 360,000 tested, 0.18% active | AID 493084; in the data active means activation above about 30%; further: 0% is about no effect
#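 TRHR-expressing cells, plated overnight in medium with 10% serum, were loaded with fluo-8 calcium dye at room temperature. After a 10 s baseline, library compound was pin-added and calcium release was recorded kinetically (ex 480/em 530) as agonist response.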
# D2 antagonist: antagonizes the human D2 dopamine receptor; HEK293 TREx D2 cells, calcium flux, dopamine EC80; AID 485344; 340,000 tested, 2% active; inhibition, % at 10 µM; in the data active means inhibition above about 30%; further: 0% is about no effect
# Target sequence (P14416 whole entry, looked up): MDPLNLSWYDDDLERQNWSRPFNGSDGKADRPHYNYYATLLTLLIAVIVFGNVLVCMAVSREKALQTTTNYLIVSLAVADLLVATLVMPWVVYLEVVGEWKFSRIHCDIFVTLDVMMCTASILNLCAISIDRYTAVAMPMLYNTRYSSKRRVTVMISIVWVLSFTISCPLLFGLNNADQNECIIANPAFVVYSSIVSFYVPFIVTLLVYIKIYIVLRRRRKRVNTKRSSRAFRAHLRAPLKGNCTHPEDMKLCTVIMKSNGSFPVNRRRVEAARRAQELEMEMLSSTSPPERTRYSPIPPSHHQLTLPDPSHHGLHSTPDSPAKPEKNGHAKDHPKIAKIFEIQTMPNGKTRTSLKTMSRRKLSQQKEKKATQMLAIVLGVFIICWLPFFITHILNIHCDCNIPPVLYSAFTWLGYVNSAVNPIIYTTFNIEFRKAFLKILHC
#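 Compounds are added to dye-loaded, induced HEK293 T-REx cells coupled to calcium release via D2; after a 3 min kinetic read an EC80 dopamine stimulus is given and fluorescence is recorded for 3 more min.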
# Pin1 inhibitor: inhibitors of human Pin1; 390,000 tested, 0.009% active; Potency, µM (top dose mostly 115 µM), for inactives: at the top dose activity, negative = inhibition, hits mostly inhibitors; Pin1 FP peptide displacement, HiFluor488, 10 min; AID 504891; Q13526; active means well fitted inhibition curve with a large enough effect in the polarisation, with a control signal flat, not every such curve was filed as active; inconclusive means small, poorly fitted or top-dose-only effect, or effect the other way, or a change in a side signal; inactive means no such curve, though single readings can be large or run the other way; the % refers to the polarisation; further: potency means the concentration at half of the fitted maximal effect; on the % scale 0 is the no-effect control and ±100 the full control effect
# Target sequence (Q13526 whole entry, looked up): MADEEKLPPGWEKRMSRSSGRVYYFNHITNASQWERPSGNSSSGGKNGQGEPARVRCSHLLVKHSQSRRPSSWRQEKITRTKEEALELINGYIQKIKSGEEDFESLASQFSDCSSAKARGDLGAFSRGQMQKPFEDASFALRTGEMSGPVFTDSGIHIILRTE
# TRHR enhancer: TRH receptor (human) allosteric enhancement; TRHR cells, fluo-8 calcium fluorescence, EC20 TRH enhancement; 360,000 tested, 0.66% active; enhancement, % at 2 µM; in the data active means enhancement above about 30%; further: 0% is about no effect
#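 TRHR-expressing cells loaded with fluo-8 calcium dye were read kinetically (ex 480/em 530) during compound addition, then stimulated with an EC20 of TRH (10 nM final). Enhancement of the Gq-mediated intracellular calcium response was scored.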
# USP1 inh: USP1/UAF1 (human) deubiquitinase inhibition; Potency, µM (highest dose often 57.1 µM), for the others: top-dose activity change, negative = inhibition, usual class: inhibitors; O94782; recombinant USP1/UAF1, Ub-Rhodamine cleavage fluorescence; 390,000 tested, 0.23% active; AID 743255; further: potency means the concentration at half of the fitted maximal effect; on the % scale 0 is the no-effect control and ±100 the full control effect; nearly all actives have a fitted effect of over 60% in size; inactives centre near -12
#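 USP1/UAF1 complex at 1 nM was preincubated with compound for 15 min at room temperature, then Ub-Rho substrate (150nM final) was added. Fluorescence (480/540 nm) was read kinetically, 6 reads every 60 seconds.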
# D2 agonist: agonists of human D2 dopamine receptor. HEK293 T-REx D2 cells, calcium flux agonist mode. activation, % at 2 µM. P14416. 340,000 tested, 0.53% active;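 active means activation over 3 SD above normal in the single-dose calcium agonist read, cut at about 30% in these data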; further: 0% is about no effect
#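 In this primary screen, compounds producing a positive calcium signal within 180 s of addition to tetracycline-induced, force-coupled HEK293 Trex D2 cells are flagged; cells are dye-loaded with a no-wash calcium kit beforehand.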
# mIDH1 inhibitor: blocks human mutant IDH1 R132H enzyme; Potency, µM (titrated, usually from 76.6 µM), inactives show at the top dose activity change, negative = inhibition, usual class: inhibitors; AID 602179; 390,000 tested, 0.093% active; O75874; IDH1-R132H enzyme, NADPH consumption, diaphorase/resazurin fluorescence; further: potency means the concentration at half of the fitted maximal effect; on the % scale 0 is the no-effect control and ±100 the full control effect; nearly all actives have a fitted effect of over 65% in size
# Target sequence (O75874 whole entry R132H, stated change not applied): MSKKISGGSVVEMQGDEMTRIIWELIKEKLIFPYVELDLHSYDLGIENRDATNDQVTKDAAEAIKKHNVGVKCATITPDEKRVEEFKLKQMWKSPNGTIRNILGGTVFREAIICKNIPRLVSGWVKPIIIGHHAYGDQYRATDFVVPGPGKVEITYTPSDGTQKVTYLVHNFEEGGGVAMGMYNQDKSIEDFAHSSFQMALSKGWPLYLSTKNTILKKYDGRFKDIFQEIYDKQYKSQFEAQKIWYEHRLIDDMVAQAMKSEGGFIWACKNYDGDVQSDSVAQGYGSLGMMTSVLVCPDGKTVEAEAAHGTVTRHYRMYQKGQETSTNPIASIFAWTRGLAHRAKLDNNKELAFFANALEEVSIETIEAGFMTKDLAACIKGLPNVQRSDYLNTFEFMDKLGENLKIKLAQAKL
#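 IDH1-R132H (0.5 ug/mL) preincubated 30 min with compound, then NADPH (0.016 mM) and alpha-KG (2 mM) added; 80 min at RT, pH 7.5. Remaining NADPH coupled via diaphorase/resazurin to fluorescence (540/590 nm); concentration-response curves normalized to no-enzyme control.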
# The depositor's hits bear a star; ? = inconclusive; . = no result given; [ ] = another dose, or the depositor's remark. Unless noted, the call rests on the fitted dose curve; in most records, active means well fitted inhibition curve with a large enough effect; inconclusive means small, poorly fitted or top-dose-only effect; inactive means no such curve, though single readings can be large or run the other way. An excerpt, so the mix of outcomes need not match the whole.
SMILES	TRHR enhancer	USP1 inh	rTrxR1 inhibitor	D2 antagonist	TRHR ag	D2 agonist	mIDH1 inhibitor	Pin1 inhibitor	TrxR1 substrate
Cn1c(=O)c2c(nc(N3CCN(c4ccccn4)CC3)n2Cc2ccc(Cl)cc2Cl)n(C)c1=O	10	-11%	-5%	-9	0.6	0.1	-7%	-14%	-6%
O=C(CSc1nnc(-c2ccccc2Cl)o1)N1CCCC1	1	-10%	5%	15	0.5	0.4	4%	7%	-1%
Cc1cc(NS(=O)(=O)c2ccc(NC(=O)CCCOc3ccccc3)cc2)no1	5	-16%	10%	4	0.0	-0.2	-1%	5%	3%
O=C(Nc1ccc2nn(-c3ccccc3)nc2c1)c1ccc2c(c1)OCO2	2	-26%	13%	-16	0.6	0.5	2%	?	42%[activator]
O=C(O)CN1c2cccc3cccc(c23)S1(=O)=O	6	-14%	-12%	14	0.1	0.9	2%	0%	38%[activator]
Cc1ccc(Nc2nc3ccccc3nc2-n2nc(C)cc2C)c(Cl)c1	4	11%	10%	.	0.3	0.5	0%	-1%	3%
CCOc1ccc(NC(=O)CN(C)C(=O)c2cc(-c3ccncc3)nc3ccccc23)cc1OCC	11	-15%	-12%	-8	-0.1	-0.4	5%	4%	-9%
CCN(Cc1ccccc1)C(=O)C(CC(C)C)NS(=O)(=O)c1ccc2c(c1)CCN2C(C)=O (stereo not given)	-1	-29%	18%	.	-1.4	-0.7	-4%	1%	5%
O=C1C2C3C=CC(C4CC34)C2C(=O)N1/N=C/c1ccc(-c2cccc([N+](=O)[O-])c2)o1 (stereo not given)	-8	-11%	3%[57.1 µM]	.	0.1	.	2%	20%	-14%
Cc1cccc(NC(=O)C(Cc2ccccc2)c2nn[nH]n2)c1C (stereo not given)	-4	-22%	12%	-19	0.2	-3.3	-1%	-10%	6%
Cc1ccc(CN2CCC(N3CCC(C(=O)NCC4CCCO4)CC3)CC2)o1 (stereo not given)	4	-33%	-11%[57.1 µM]	20	-0.8	0.7	0%	2%	-7%[57.1 µM]
CCCCc1ccc(C2C3=C(CC(C)(C)CC3=O)NC3=C2C(=O)c2ccccc23)cc1 (stereo not given)	-10	-10%	-20%	.	0.4	.	1%	-2%	-10%
COc1ccc(NC(=O)NNC(=O)c2cc(C3CC3)nc3ccccc23)c(OC)c1	0	-5%	-4%	10	-1.0	-1.2	5%	2%	-6%
Cc1cc(=O)oc2cc(OCC(=O)N3CCCC3)c(Cl)cc12	-6	-21%	10%	1	1.4	-0.6	0%	-2%	121%[activator]
CC(NC(=O)Cn1c(NCCO)nc2ccccc21)C1CC2CCC1C2 (stereo not given)	-4	-3%	20%	2	0.8	0.7	0%	-2%	-5%
COC(=O)C(C)N1C(=O)S/C(=C/c2cc(C)n(-c3ccccn3)c2C)C1=O (stereo not given)	-8	-13%	1%[2.29 µM]	-10	-0.5	-0.1	-4%	0%	-6%
COc1cc(C2C(C#N)=C(N)OC3=C2C(=O)CCC3)cc(OC)c1OC(=O)N1CCOCC1 (stereo not given)	12	-9%	15%[57.1 µM]	.	-0.4	.	11%	-2%	-3%[57.1 µM]
CCc1cccc(NC(=O)c2cccc3c2C(=O)N(CC2CCCO2)C3)c1 (stereo not given)	-6	-28%	12%[57.1 µM]	13	0.1	0.2	6%	67%[activator]	7%[57.1 µM]
COc1cc(OC)c2c(-c3cccc(/C=C/c4ccc(F)cc4)c3)cc(=O)oc2c1	.	?	-4%	.	.	.	0%[38.3 µM]	50%[activator]	7%
CC(C)c1nnc(NC(=O)c2sc3ccccc3c2Cl)s1	-1	-15%	9%	-14	-0.2	0.4	39%[activator]	1%	0%
CC(C)(C)c1ccc(NC(=O)COc2ccc(-n3ccnc3)cc2)cc1	1	-18%	11%[57.1 µM]	-3	-0.6	-1.3	10%	2%	-8%[57.1 µM]
CCOc1nc(NCCO)nc(Nc2ccc([N+](=O)[O-])cc2)n1	-1	1%	-5%[57.1 µM]	-6	-0.6	0.0	3%	9%	-5%
O=C1NC(=S)S/C1=C\c1cc(Cl)ccc1Cl	.	-16%	-30%	.	.	.	6%	?	-12%
Cc1cccc(/C(N)=N/OC(=O)c2cccnc2)c1	2	-21%	-17%	-5	0.1	1.2	1%	-2%	-10%
CCCOc1ccc(C(=O)c2nc3c(n2O)CCCCC3)cc1	20	-21%	0%	12	-0.7	0.6	3%	-1%	-5%
COCCCn1c(=O)c2ccccc2n(Cc2ccccc2)c1=O	9	-20%	-6%	-1	-0.7	-0.7	-7%	-1%	-8%
C(=C\c1ccccc1)/CNCC1CCCO1 (stereo not given)	8	-27%	-22%	-2	0.3	-0.7	-9%	5%	-9%
Cc1cc(C)c(Cn2c3ccccc3c3cnn(CC(=O)NCc4cccs4)c(=O)c32)c(C)c1	-5	-4%	5%	.	1.0	.	-8%	11%	4%
O=C(CCS(=O)(=O)c1ccc(Br)s1)Nc1ccccc1Br	0	-27%	24%	10	0.1	-3.7	-3%	-7%	3%
CC(C)NC(=O)NC(=O)COc1cccc2c1OC(C)(C)C2	13	-4%	16%	-8	-1.7	0.0	6%	-1%	10%
C=CCOc1ccc(/C=C/C(=O)OCc2csc(CC(=O)Nc3ccccc3C)n2)cc1	-2	-15%	6%	16	2.5	0.8	-2%	4%	0%
N#Cc1c2n(c3c(=O)n(Cc4ccccc4Cl)cnc13)CCCC2	-8	-17%	14%	1	-0.5	-0.6	2%	-8%	5%
COc1ccccc1CNC(=O)CN(c1ccc(C)cc1)S(=O)(=O)c1c(C)n[nH]c1C	-3	6%	7%	-4	-0.4	-1.5	8%	-2%	-1%
CCOc1ccc(C(c2c(O)cc(C)n(CCOC)c2=O)N2CCN(c3ccccc3)CC2)cc1 (stereo not given)	3	?	11µM*	.	0.5	25	-1%	0%	8%[57.1 µM]
Cc1nn(Cc2ccccc2)c(C)c1NC(=O)Cn1nc([N+](=O)[O-])c(Cl)c1C	-1	-9%	3%	2	0.0	0.1	3%	2%	6%
O=C(CCS(=O)(=O)c1ccc(F)cc1)N1CCOCC1	0	-21%	23%[57.1 µM]	-7	-0.4	0.0	8%	-2%	13%[57.1 µM]

# Taken from the entries so far (2 entries):
SMILES	TRHR enhancer	USP1 inh	rTrxR1 inhibitor	D2 antagonist	TRHR ag	D2 agonist	mIDH1 inhibitor	Pin1 inhibitor	TrxR1 substrate
Cc1nn(Cc2ccccc2)c(C)c1NC(=O)Cn1nc([N+](=O)[O-])c(Cl)c1C	-1	-9%	3%	2	0.0	0.1	3%	2%	6%
O=C(CCS(=O)(=O)c1ccc(F)cc1)N1CCOCC1	0	-21%	23%[57.1 µM]	-7	-0.4	0.0	8%	-2%	13%[57.1 µM]

# Remaining list, next part.
SMILES	TRHR enhancer	USP1 inh	rTrxR1 inhibitor	D2 antagonist	TRHR ag	D2 agonist	mIDH1 inhibitor	Pin1 inhibitor	TrxR1 substrate
COc1ccc(CC(=O)Nc2nc(-c3ccncc3)cs2)cc1	-6	-9%	11%[57.1 µM]	7	0.4	1.6	7%	31%[activator]	-4%[57.1 µM]
COc1ccc(C2(C(=O)N3CCOCC3)CCOCC2)cc1OC	-4	-8%	0%	-12	0.5	-0.3	18%	0%	-2%
CC1Cc2ccccc2N1C(=O)CN1C(=O)COc2ccccc21 (stereo not given)	1	-22%	24%	1	1.4	0.0	5%	-2%	10%
Cc1ccc(CSc2nnc(SCC(=O)N/N=C/C=C/c3ccco3)s2)cc1	10	-24%	-44%	-19	-1.2	0.3	4%	1%	14%[57.1 µM]
Cc1ccc(S(=O)(=O)N2CCN(CC(=O)Nc3ccc([N+](=O)[O-])cc3)CC2)cc1C	-2	-2%	-16%	-13	0.2	0.0	4%	0%	-12%
CC(C)(C)C1CCC2(CC1)C(C#N)=C(SCC(=O)NC1CCCCC1)NC(=O)C2C#N (stereo not given)	-1	-7%	4%	.	0.5	.	1%	14%	1%
O=C(NCc1ccc(F)cc1)c1cccnc1	-1	-13%	10%[57.1 µM]	-4	0.2	0.6	7%	1%	7%[57.1 µM]
CCc1ccccc1N1C(=O)N(Cc2ccc(C#N)cc2)c2ccccc2S1(=O)=O	-4	-27%	10%[57.1 µM]	.	0.5	1.1	0%	7%	-8%[57.1 µM]
CCCCOC(=O)c1ccc(NC(=O)C2(c3cccs3)CCOCC2)cc1	-1	-15%	19%[57.1 µM]	.	1.6	0.5	-13%	1%	0%[57.1 µM]
COc1ccc(NC(=O)C2CCN(S(=O)(=O)c3ccc4c(c3)CCCC(=O)N4)CC2)cc1Cl	14	-27%	5%	.	-0.2	0.0	5%	0%	-2%
Cc1cc(C)cc(NC(=O)CSc2oc(-c3cccs3)nc2S(=O)(=O)c2ccc(Br)cc2)c1	1	-10%	-1%	.	-0.1	-0.5	12%	2%	1%
COc1ccc(CNC(=O)COC(=O)c2ccc(C)c(S(=O)(=O)N3CCOCC3)c2)cc1	.	-13%	15%	.	.	.	-9%	0%	-5%
COc1ccc(NC(=O)CN2c3cccc4cccc(c34)S2(=O)=O)cc1	1	-24%	17%[11.4 µM]	14	-0.7	0.8	2%	2%	11%[57.1 µM]
COC(=O)C1=C(N)Oc2cc(C)n(Cc3ccccc3)c(=O)c2C1c1ccccc1 (stereo not given)	-10	-23%	10%	-6	-0.8	0.1	-5%	3%	-3%
CCCc1c(C(=O)NNc2ccc(C)cc2)cnn1-c1ccccc1	0	?	17%[57.1 µM]	-12	-0.2	0.7	-3%	-2%	-1%[57.1 µM]
O=S(=O)(c1cccs1)N1CCN(CC(O)COC2CCCc3ccccc32)CC1 (stereo not given)	-1	-15%	-6%	8	-0.2	0.0	11%	1%	0%
CCOc1ccc(S(=O)(=O)N2CCN(C(=O)c3ccc(-n4cncn4)c([N+](=O)[O-])c3)CC2)cc1	-7	-14%	11%	7	0.1	0.0	6%	-4%	4%
Cc1cnc(NC(=O)c2sc(Nc3ccccc3)nc2N)o1	-2	-7%	8%	-2	-0.1	0.1	-4%	0%	-2%

# Bioassay records: PubChem, National Center for Advancing Translational Sciences (NCATS)
